TRPC4 agonist: TRPC4 (mouse) channel activation | HEK293 TRPC4beta/mu-opioid, Fluo4 calcium fluorescence; active compounds read high | B-score at 10 µM | Q9QUQ5 | actives 0.49% (n = 310,000) | AID 2237;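 active = B-score above 5 SD of library B-scores, and initial fluorescence ratio not above library mean plus 5 SD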;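 note: positive B-score marks a calcium rise read as TRPC4 activation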
Target sequence (Q9QUQ5 whole entry, looked up): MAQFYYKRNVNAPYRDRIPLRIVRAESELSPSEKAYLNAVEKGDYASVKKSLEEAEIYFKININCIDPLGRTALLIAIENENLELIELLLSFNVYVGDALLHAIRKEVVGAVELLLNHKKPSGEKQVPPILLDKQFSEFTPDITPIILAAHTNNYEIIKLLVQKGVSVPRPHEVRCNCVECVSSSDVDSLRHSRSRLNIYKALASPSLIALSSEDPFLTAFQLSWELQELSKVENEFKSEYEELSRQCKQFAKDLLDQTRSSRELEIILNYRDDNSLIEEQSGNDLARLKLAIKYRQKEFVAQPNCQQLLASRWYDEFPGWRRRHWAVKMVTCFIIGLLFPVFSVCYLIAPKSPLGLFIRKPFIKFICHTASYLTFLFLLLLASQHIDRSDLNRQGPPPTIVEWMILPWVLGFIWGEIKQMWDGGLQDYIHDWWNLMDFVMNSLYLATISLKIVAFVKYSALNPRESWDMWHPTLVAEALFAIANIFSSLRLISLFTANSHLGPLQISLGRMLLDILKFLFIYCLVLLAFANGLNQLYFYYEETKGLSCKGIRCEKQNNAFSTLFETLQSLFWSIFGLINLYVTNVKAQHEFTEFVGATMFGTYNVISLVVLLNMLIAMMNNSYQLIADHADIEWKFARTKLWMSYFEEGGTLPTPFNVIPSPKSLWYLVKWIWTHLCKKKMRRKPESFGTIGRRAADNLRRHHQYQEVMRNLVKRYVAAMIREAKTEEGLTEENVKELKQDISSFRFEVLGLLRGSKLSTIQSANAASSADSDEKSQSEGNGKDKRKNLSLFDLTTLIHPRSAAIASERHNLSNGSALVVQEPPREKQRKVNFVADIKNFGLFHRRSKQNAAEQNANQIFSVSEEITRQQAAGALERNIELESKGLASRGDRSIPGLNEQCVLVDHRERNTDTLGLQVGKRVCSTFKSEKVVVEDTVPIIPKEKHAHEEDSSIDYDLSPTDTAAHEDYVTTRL
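Assay system: HEK293 stable line with TRPC4beta plus mu-opioid receptor; schedule: 45 min room-temperature Fluo4 loading, 110 s read; technique: kinetic Fluo4 calcium fluorescence; evaluation: integrated baseline-normalised fluorescence ratio, converted to per-well B score; controls: buffer (low) and maximal DAMGO (high)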
ANO1 block: mouse TMEM16A channel inhibition, primary screen | HEK293 TMEM16A/YFP iodide influx fluorescence, ionomycin | normalized B-score (activity score, 25-100; higher = stronger inhibition) at 10 µM | actives 1.2% (n = 310,000) | AID 588511;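 active = ratio plate-corrected score three or more library SD toward inhibition, starting fluorescence score within five deviations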;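 note: score derived from kinetic fluorescence span divided by baseline fluorescence per well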
TRPC4 block: TRPC4 (mouse) channel inhibition; Q9QUQ5; HEK293 TRPC4beta/mu-opioid, DAMGO-evoked Fluo4 calcium flux; active compounds read low; B-score at 10 µM; actives 0.39% (n = 300,000);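 active = B-score over 3 SD under the library average, no early fluorescence shift, positive overall ratio signal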
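Assay system: TRPC4beta/mu-opioid receptor HEK293 cell line; compound dosing: single concentration per test compound; detection: Fluo4 Ca2+ flux fluorescence; evaluation: per-well B score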
TRPC6 act: activators of mouse TRPC6 channel; HEK293-TRPC6 membrane potential dye fluorescence; active compounds read high; B-score at 10 µM; actives 0.13% (n = 310,000); AID 2550;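 active = B-score of the integrated fluorescence ratio above library mean plus 3 SD, and starting fluorescence ratio within library mean plus 5 SD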;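 note: higher score means more depolarization so channel activation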
TRPC6 inhibitor: mouse TRPC6 channel inhibition. Q61143. HEK293-TRPC6, membrane potential dye, ACh-evoked depolarization; active compounds read low. B-score at 10 µM. actives 1.1% (n = 310,000). AID 2553;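 active = B-score under library mean minus 3 SD, initial fluorescence not abnormally high, positive integrated signal ratio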;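 note: B-score derived from integrated fluorescence ratio over the kinetic read; more negative B-score means stronger inhibition of depolarization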
MrgX1 antag: antagonists of human MrgX1 receptor; Q96LB2; MRGX1-HEK293 calcium flux, Fluo-4, BAM8-22 antagonism; active compounds read low; B-score at 10 µM; actives 1.3% (n = 310,000); AID 588676;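 active = calcium-response B-score plate-corrected more than 3 library SD below zero, starting fluorescence within 5 deviations, no agonist response on first addition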;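 note: peak minus trough fluorescence over baseline after final BAM8-22 challenge near maximal dose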
TRPC4 potent: allosteric potentiators of mouse TRPC4 channel; Q9QUQ5; HEK293 TRPC4beta/mu-opioid, DAMGO EC20, Fluo-4 Ca2+ flux; active compounds read high; B-score at 10 µM; actives 0.42% (n = 310,000);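 active = B-score of calcium response area above 5 SD of library B-scores, with initial fluorescence ratio within 5 SD of library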;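 note: B-score of integrated fluorescence ratio over time as area under calcium response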
MrgX1 agonist: human MrgX1 receptor agonism, primary screen | Q96LB2 | MrgX1-HEK293 cells, Fluo-4 calcium fluorescence, agonist mode; active compounds read high | B-score at 10 µM | actives 0.44% (n = 310,000) | AID 588627;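 active = calcium response B-score plate-corrected fluorescence ratio at least 3 library SD, with starting fluorescence B-score inside 5 SD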
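System – MrgX1-expressing HEK293 cells · Incubation – cells plated overnight, dye loaded 0.5 h 37 °C, 0.5 h room temperature · Technique – kinetic Fluo-4 NW fluorescence of intracellular calcium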
MrgX1 allo act: allosterically activates human MrgX1 receptor signaling; MrgX1-HEK293, Fluo-4 calcium flux, FDSS; active compounds read high; Q96LB2; actives 0.63% (n = 310,000); AID 588675; B-score at 10 µM;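 active = plate-corrected calcium response at least 3 library SD above typical, normal starting fluorescence, not activating the receptor alone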;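 note: compound read alongside a low EC10 to EC30 dose of BAM8-22 agonist; peak minus trough fluorescence over baseline measured at the second addition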
ANO1 activ: activates or potentiates the mouse TMEM16A chloride channel. HEK293 TMEM16A/YFP-H148Q/I152L, iodide quench fluorescence; active compounds read low. B-score at 10 µM. actives 0.3% (n = 340,000);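 active = fluorescence-ratio B-score plate-corrected deviation score at least 3 library SD below zero, with starting fluorescence score within 5 deviations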;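 note: channel opened by trigger with iodide after compound preincubation; score built on the fluorescence ratio of max minus min over baseline; more negative score means more quench and so TMEM16A activation or potentiation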
RGS4 block: human RGS4 inhibition; P49798; HEK293 M3R/RGS4 inducible, Fluo-4 calcium flux; active compounds read high; triggered by carbachol at its EC20; B-score at 10 µM; actives 0.45% (n = 310,000); AID 463165;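 active = B-score, a plate-corrected calcium signal, over three deviations above library mean, with baseline fluorescence within five deviations of library mean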;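 note: RGS4 expression induced by doxycycline in cells with stable M3 receptor; B-score is computed from the integrated fluorescence ratio over baseline after carbachol; higher B-score means a larger calcium signal and so more RGS4 inhibition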
* = called active by the depositor; i = inactive; x = not tested or not shown. Not a hit list. Share with any hit: about 5.8%.

Values run as follows: MrgX1 antag | TRPC4 agonist | TRPC6 act | TRPC6 inhibitor | MrgX1 agonist | ANO1 activ | TRPC4 potent | RGS4 block | ANO1 block | TRPC4 block | MrgX1 allo act
#1 COc1ccc(NC(=O)c2ccc(COCC(F)(F)C(F)F)cc2)cc1OC
  i | i | i | i | i | i | i | i | i | i | i
#2 CCOC(=O)C1CCN(Cc2cccc(Oc3ccccc3)c2)CC1
  i | i | i | i | i | i | i | i | i | i | i
#3 COc1ccc(-n2nc(C(=O)NCC(=O)NCCCN3CCN(C)CC3)c3ccccc3c2=O)cc1
  i | i | i | i | i | i | i | i | i | i | i
#4 S=C1NCCOCCOCCNC(=S)N2CCOCCOCCN1CCOCCOCC2
  i | i | i | i | i | i | i | i | i | i | i
#5 C=C(C)CC(NCCc1ccccc1)c1ccco1 (configuration not stated)
  x | i | i | i | x | i | i | i | x | i | x
#6 Cc1ccc(-c2nc(C#N)c(NCc3ccco3)o2)cc1
  i | i | i | i | i | i | i | i | i | i | i
#7 CNC(=S)N/N=C/c1cn(CCOc2ccccc2OC)c2ccccc12
  i | i | i | i | i | i | i | i | i | i | i
#8 COc1ccccc1Nc1nnc(SCc2nnc(-c3cc(OC)c(OC)c(OC)c3)o2)s1
  i | i | i | i | i | i | i | i | i | i | 7.1*
#9 CCN(C(=O)COC(=O)/C=C/c1c(C)nn(-c2ccccc2)c1C)C1CCS(=O)(=O)C1 (configuration not stated)
  i | i | i | i | i | i | i | i | i | i | i
#10 CC(C)c1ccc(C(=O)Nc2ccc(N3CCOCC3)cc2)cc1
  i | i | i | i | i | i | i | i | i | i | i
#11 C#CCOC(=O)Nc1ccc(OCC(F)(F)F)nc1
  i | i | i | i | i | i | i | i | i | i | i
#12 O=C(CSc1nnc(-c2ccoc2)o1)N1CCOCC1
  i | i | i | i | i | i | i | i | i | i | i
#13 Cc1nn(-c2ccccc2)c(Cl)c1/C=N/O
  i | i | i | i | i | i | i | i | i | i | i
#14 CC(=O)c1ccc(NC(=O)C(C)OC(=O)c2cccc(-n3cnnn3)c2)cc1 (configuration not stated)
  i | i | i | i | i | i | i | i | i | i | i
#15 O=C1CC(C(=O)NC2CCCCC2)C(c2ccccc2)O1 (configuration not stated)
  i | i | i | i | i | i | i | i | i | i | i
#16 CS(=O)(=O)c1ccc2nc(NC(=O)CN3CCCCCC3)sc2c1
  i | i | i | i | i | i | i | i | i | i | i
#17 CC(=O)c1c(C)[nH]c(C(=O)COC(=O)C2CC2)c1C
  i | i | i | i | i | i | i | i | i | i | i
#18 CCCC(=O)NC(=S)Nc1cccc(Cl)c1N1CCCCC1
  i | i | i | i | i | i | i | i | i | i | i
#19 CC(C)NC(=O)C1CCN(C2CCN(Cc3nc4ccccc4s3)CC2)CC1
  i | i | i | i | i | i | i | i | i | i | i
#20 Brc1ccc(NCc2nnc3n2CCCCC3)cc1
  i | i | i | i | i | i | i | i | i | i | i
#21 Cc1ccc(NC(=O)C2CCCN2C(=O)OC(C)(C)C)cc1C (configuration not stated)
  i | i | i | i | i | i | i | i | i | i | i
#22 O=C(Nc1ccc(F)cc1)Nc1cccc(Br)c1
  i | i | i | i | i | i | i | i | i | i | i
#23 COc1ccc(OC)c(S(=O)(=O)N2CCC(C(=O)NC(C)c3ccccc3)CC2)c1 (configuration not stated)
  i | i | i | i | i | i | i | i | i | i | i
#24 O=c1c2cn[nH]c2[nH]c(=S)n1-c1ccccc1
  i | i | i | i | i | i | i | i | i | i | i
#25 O=C(NCCN1CCCCC1)Nc1ccc(Cl)cc1
  i | i | i | i | i | i | i | i | i | i | i
#26 O=C1CSC(c2ccccc2F)N1CCN1CCCCC1 (configuration not stated)
  i | i | i | i | i | x | i | i | i | i | i
#27 O=C1Nc2ccc(S(=O)(=O)N3CCCC3)c3cccc1c23
  i | i | i | i | i | i | i | i | i | i | i
#28 CC12CCC(=O)N1C(C(=O)Nc1ccc(F)cc1)CS2 (configuration not stated)
  i | i | i | i | i | i | i | i | i | i | i
#29 O=C(NCc1ccccn1)c1ccc(N2CCCC2)c([N+](=O)[O-])c1
  i | i | i | i | i | i | i | i | i | i | i
#30 CCOC(=O)C1CCN(C(=O)CCCOc2ccccc2)CC1
  i | i | i | i | i | i | i | i | i | i | i
#31 O=C(NNC1=C(C(=O)C(F)(F)F)CCC1)c1ccccc1Cl
  i | i | i | i | i | -18.7* | i | i | i | i | i
#32 O=[N+]([O-])c1ccc(Nc2ccc(N3CCOCC3)cc2)c([N+](=O)[O-])c1
  i | i | i | i | i | i | i | i | i | i | i
#33 CC1CCN(Cc2nnnn2CCCC(=O)NCCc2cnn(C)c2)CC1
  i | i | i | i | i | i | i | i | i | i | i
#34 CCOC(=O)c1sc(N)c(C#N)c1CSc1nnc(C2CC2)n1N
  i | i | i | i | i | i | i | i | i | i | i
#35 Cc1[nH]c2ccccc2c1CN1CCN(c2ccccn2)CC1
  i | i | i | i | i | i | i | i | i | i | i
#36 COc1ccc(S(=O)(=O)N2CCC(C(=O)N3CCc4ccccc4C3)CC2)cc1Cl
  i | i | i | i | i | i | i | i | i | i | i
#37 CN(C)CCN(C(=O)c1ccc2c(c1)OCCO2)c1nc2ccc(Cl)cc2s1
  i | i | i | i | i | i | i | i | i | i | i
#38 Nc1cc(N)nc(SCCN2CCCCC2)n1
  i | i | i | i | i | i | i | i | i | i | i
#39 Cc1ccc(CNC(=O)COC(=O)CCCOc2ccc(Cl)cc2Cl)cc1
  i | i | i | i | i | i | i | i | i | i | i
#40 O=C1c2ccccc2C(=O)N1CCc1ccccc1
  i | i | i | i | i | i | i | i | i | i | i
#41 CCOc1ccc(C2C3=C(CCCC3=O)N(CC(=O)O)C3=C2C(=O)CCC3)cc1
  i | i | i | i | i | i | i | i | i | i | i
#42 COc1cccc(-n2c([S-])c(C(=O)Nc3ccc(S(=O)(=O)N4CCOCC4)cc3)[n+]3cc(C(N)=O)ccc23)c1
  i | i | i | i | i | i | i | i | i | i | i
#43 O=C(N/N=C\c1ccc(O)c([N+](=O)[O-])c1)C1COc2ccccc2O1 (configuration not stated)
  i | i | i | i | i | i | i | i | i | i | i
#44 Cc1ccc2c(c1)C(C)CC(C)(C)N2C(=O)NC1CCCCC1 (configuration not stated)
  i | i | i | i | i | i | i | i | i | i | i
#45 O=C(Nc1ccccc1Cl)Nc1cccnc1Cl
  i | i | i | i | i | i | i | i | i | i | i
#46 CC(=O)N1CC=CC1(CC(C)C)C(=O)NCCN1CCOCC1 (configuration not stated)
  i | i | i | i | i | i | i | i | i | i | i
#47 CCC(=O)Nc1ccc(SC#N)cc1C
  i | i | i | i | i | i | i | i | i | i | i
#48 COc1ccc(-c2nn(CCC#N)cc2C(=O)Nc2cccc(C(=O)O)c2)cc1[N+](=O)[O-]
  i | i | i | i | i | i | i | i | i | i | i
#49 CC1=C(C(=O)OC(C)C)C(/C=C/c2ccccc2)NC(=O)N1 (configuration not stated)
  i | i | i | i | i | i | i | i | i | i | i
#50 Cc1ccccc1-n1ncc2c1CC(C)(C)CC2NC(=O)c1cn[nH]c1C (configuration not stated)
  i | i | i | i | i | i | i | i | i | i | i
#51 CCN(Cc1ccccc1)C(c1ccccn1)c1nnnn1C(C)(C)CC (configuration not stated)
  i | i | i | i | i | i | i | i | i | i | i
#52 COc1ccc(C(=O)Nc2ccc(F)cc2F)cc1OC
  i | i | i | i | i | i | i | i | i | i | i
#53 COC(=O)c1cc(-n2cccc2)ccc1N1CCOCC1
  i | i | i | i | i | i | i | i | i | i | i
#54 CCOc1ccc(CC(=O)Nc2nccs2)cc1
  i | i | i | i | i | i | i | i | i | i | i
#55 CCOc1ccc(CC(=O)Nc2c(C(N)=O)oc3ccc(Br)cc23)cc1OCC
  i | i | i | i | i | i | i | i | i | i | i
#56 Cc1ccc(C(=O)OCC(=O)NC(=O)Cc2ccccc2)c(O)c1
  i | i | i | i | i | i | i | i | i | i | i
#57 Cc1cc(-c2c(C)[nH]n(-c3ccc(Cl)cc3)c2=O)n(-c2ccccc2)n1
  i | i | i | i | i | i | i | i | i | i | i
#58 O/N=C/c1ccc(-c2ccccc2OC(F)(F)F)o1
  i | i | i | i | i | i | i | i | i | i | i
#59 COCCN(C(=O)CSc1nnc(-c2ccc(C)cc2)n1N)c1c(N)n(Cc2ccccc2)c(=O)[nH]c1=O
  i | i | i | i | i | i | i | i | i | i | i
#60 CC(C)(C)n1nc2c(c1NC(=O)Cc1cccc3ccccc13)CS(=O)(=O)C2
  i | i | i | i | i | i | i | i | i | i | i

(cont.)
Values run as follows: MrgX1 antag | TRPC4 agonist | TRPC6 act | TRPC6 inhibitor | MrgX1 agonist | ANO1 activ | TRPC4 potent | RGS4 block | ANO1 block | TRPC4 block | MrgX1 allo act
#61 CCCc1cc(=O)[nH]c(SCC(=O)Nc2ccc(Br)cc2Br)n1
  i | i | i | i | i | i | i | i | i | i | i
#62 CCn1cc(C(=O)O)c(=O)c2cc3c(cc21)OCO3
  i | i | i | i | i | x | i | i | i | i | i
#63 Cc1cc(N)n(-c2ccccc2)n1
  i | i | i | i | i | i | i | i | i | i | i
#64 CCOC(=O)COc1nc(Nc2ccccc2C)nc(N(C)C)n1
  i | i | i | i | i | i | i | i | i | i | i
#65 O=C(COc1ccccc1)Nc1c(Cl)ccc2nsnc12
  i | i | i | i | i | i | i | i | i | i | i
#66 COc1cccc(-c2nc3c(c(=O)[nH]c(=O)n3Cc3ccccc3)n2CCO)c1OC(F)F
  i | i | i | i | i | i | i | i | i | i | i
#67 C=CCNc1oc(-c2ccco2)nc1S(=O)(=O)c1ccccc1
  i | i | i | i | i | i | i | i | i | i | i
#68 CCOC(=O)c1ccccc1N/C=C1\CCCC1=O
  i | i | i | i | i | i | i | i | i | i | i
#69 COc1ccc(NC2CCCN(C(=O)COc3ccc(Cl)cc3C)C2)cc1OC (configuration not stated)
  i | i | i | i | i | i | i | i | i | i | i
#70 CCCNc1sc(S(=O)(=O)CCC)nc1S(=O)(=O)c1ccc(C)cc1
  i | i | i | i | i | i | i | i | i | i | i
